TbREL1 primary = TbREL1 inhibition, primary screen | P86926 | TbREL1 RNA ligation, FRET fluorescence | inhibition, % at 9.66 µM | actives 0.49% (n = 89,000);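 active means inhibition above the mean inhibition across all screened compounds plus 3 SD, cut at about 11% in these data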;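 further: 0% = plate median of test wells and 100% = NSC42067 control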
Target sequence (P86926 whole entry, looked up): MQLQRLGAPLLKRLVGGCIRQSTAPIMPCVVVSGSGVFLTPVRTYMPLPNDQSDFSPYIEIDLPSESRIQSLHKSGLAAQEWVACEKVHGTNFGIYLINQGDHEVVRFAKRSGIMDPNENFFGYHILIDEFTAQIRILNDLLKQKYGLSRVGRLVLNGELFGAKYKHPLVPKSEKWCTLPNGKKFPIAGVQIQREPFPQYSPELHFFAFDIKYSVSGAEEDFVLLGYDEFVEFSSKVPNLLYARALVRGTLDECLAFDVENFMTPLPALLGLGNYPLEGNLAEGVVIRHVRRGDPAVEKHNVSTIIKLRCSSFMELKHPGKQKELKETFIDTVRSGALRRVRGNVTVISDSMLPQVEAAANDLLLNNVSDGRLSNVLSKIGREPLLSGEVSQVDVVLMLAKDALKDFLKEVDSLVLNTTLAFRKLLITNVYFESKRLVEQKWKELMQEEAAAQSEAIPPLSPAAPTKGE
* = called active by the depositor. Some of the compounds tested; rates above refer to the full screens.

SMILES	TbREL1 primary
COc1cc(C(=O)NNC(=O)c2nn(C)c(=O)c3ccccc23)cc(OC)c1OC	6.4
Cn1c(C(=O)N2CCCC2)cc2c(=O)n(C)c3ccccc3c21	0.6
COc1ccc(NC(=S)N(CCN2CCOCC2)Cc2cc3cc4c(cc3[nH]c2=O)OCCO4)cc1	3.1
N#CCN1C(=O)C2CCCN2c2ccc(S(=O)(=O)N3CCOCC3)cc21 (configuration not stated)	1.9
Cc1ccc(NCc2nnc(SCC(=O)Nc3cccc(O)c3)n2CC2CCCO2)c(C)c1 (configuration not stated)	-6.5
CC(C)CNC(=O)COC(=O)c1ccc([N+](=O)[O-])cc1Cl	-1.0
O=C(CNC(=O)c1ccccc1)NCC(=O)OCc1ccc(Cl)cc1	6.5
CCOC(=O)c1cc(-c2cccs2)nc2c1c(C)nn2-c1ccccn1	2.7
CC(=O)N1CCCc2cc(S(=O)(=O)CCC(=O)Nc3cccc(C)c3C)ccc21	-1.3
COc1ccc(S(=O)(=O)N2CCN(S(=O)(=O)c3ccc(C(F)(F)F)cc3)CC2)cc1C	2.0
COC(=O)[C@@]12C[C@@H](CC(=O)NCCCCc3ccccc3)C(=O)N(Cc3ccc4c(c3)OCO4)C1=CCC(C)(C)C2	3.7
CC(=O)N1CCN(C(=O)c2ccc(S(=O)(=O)Nc3ccccc3Cl)cc2)CC1	5.1
COc1cc2oc(=O)cc(-c3ccc(-c4ccc(C)cc4)cc3)c2c(OC)c1OC	5.0
COc1ccc([C@H]2C=C(C(=O)O)O[C@@H](OCc3ccc(CO)cc3)C2)cc1	4.7
Cc1nc(CSc2nc3[nH]ncc3c(=O)n2-c2ccccc2)cs1	-1.6
Cc1nc2ccccc2n(CC(=O)Nc2cc(Cl)cc(Cl)c2)c1=O	0.2
Cc1ccccc1C(=O)N1CCN(CCNC(=O)C(=O)Nc2ccc(Br)cc2)CC1	-2.0
CNC(=O)c1[nH]cnc1C(=O)Nc1ccccc1OC	6.9
CNC(=S)N1CCC(NC(=O)C(Cc2ccc(F)cc2)NC(C)=O)CC1 (configuration not stated)	-0.3
OCCN(Cc1ccccc1)Cc1cccc(Cl)c1Cl	0.0
CCOC(=O)c1sc(NC(=O)c2ccc(CC)s2)nc1C	1.1
COC(=O)C1=CN(c2ccccc2OC)C(N)=C(C#N)C1c1cccc([N+](=O)[O-])c1 (configuration not stated)	-6.1
Cn1c(=O)c(=O)n(C)c2cc(S(=O)(=O)N3CCCC3C(=O)Nc3ccc(F)cc3)ccc21 (configuration not stated)	-3.1
CCNc1nc(Oc2ccc(=O)[nH]n2)nc(N2CCOCC2)n1	-1.3
Cc1ccc(N2C(N)=C(C#N)C3(C(=O)N(C)c4ccccc43)C3=C2CC(C)(C)CC3=O)cc1Cl (configuration not stated)	-5.2
Continuation:
SMILES	TbREL1 primary
CCC(=O)Nc1ccc(S(=O)(=O)N2CCCCC2)cc1OC	1.2
O=C(NNS(=O)(=O)c1ccccc1)C1CCCCC1	-1.6
CN(C(=O)CN1C(=O)/C(=C/c2ccccc2F)SC1=S)C1CCS(=O)(=O)C1 (configuration not stated)	0.2
CCC(=O)NC(c1ccccc1)c1nc2ccccc2[nH]1 (configuration not stated)	-0.1
COc1cc(NC(=O)CN(C)S(=O)(=O)c2ccc3nc(C)sc3c2)cc(OC)c1	0.3
Cc1ccc(CCc2nnc(SCC(=O)Nc3cc(Cl)ccc3Cl)n2-c2ccccc2)o1	-5.4
O=C(Nc1ccc2c(c1)OCCO2)C1CCN(c2cnccn2)CC1	3.8
CCOc1cc2nc(-c3ccc(OC)c(OC)c3)nc(N3CCOCC3)c2cc1OC	-1.9
O=C(CN1C(=O)c2ccccc2C1=O)NN1C(=O)c2ccccc2C1=O	2.7
c1ccc(OCc2nn3c(-c4ccccn4)nnc3s2)cc1	0.9
c1ccc(-c2csc3nnc(SCc4ccc5c(c4)OCCO5)n23)cc1	-1.8
COc1ccc(-c2sc3ccccc3c2/C=C/c2ccncc2)cc1	2.3
C=CS(=O)(=O)N(Cc1ccccc1Br)[C@H](CO)Cc1ccccc1	-1.4
CCC(=O)N1CCc2cc(S(=O)(=O)NCCCN(CC)Cc3ccccc3)ccc21	-1.3
CC(=O)N1CCc2cc(S(=O)(=O)NC(CC(C)C)C(=O)N3CCn4c3nc3ccccc34)ccc21 (configuration not stated)	5.3
Cc1ccc(OCC(=O)NCc2cccs2)cc1	-1.2
C=CCN(CCNP(=O)(OCC)OCC)CP(=O)(OCC)OCC	-1.3
O=C1NC(=O)C2(COC(c3cccc([N+](=O)[O-])c3)OC2)S1 (configuration not stated)	0.8
Cc1cccc(NC(=S)N/N=C/c2cccn2Cc2ccc(F)cc2)c1	-2.7
Cc1ccc(S(=O)(=O)Nc2ccc(-c3nc4ccc(C)cc4s3)cc2)cc1	-1.3
Cc1ccc(NC(=O)CNC(=O)c2cccc(C)c2)nc1	2.6
CC(C)C[C@@H](CO)N1CCN(Cc2cccc(C#N)c2)CCC1=O	-2.1
Cc1ccccc1NC(=S)NNC(=O)c1cccnc1	-3.0
O=c1[nH][nH]c(-c2ccccc2)c1C=Nc1ccccc1	-1.4
COc1ccc(CCNC(=O)CC2Nc3ccccc3NC2=O)cc1 (configuration not stated)	1.8

6 compounds already listed, ordered by the number in TbREL1 primary, descending.
| SMILES | TbREL1 primary |
| --- | --- |
| O=C1NC(=O)C2(COC(c3cccc([N+](=O)[O-])c3)OC2)S1 (configuration not stated) | 0.8 |
| CCC(=O)N1CCc2cc(S(=O)(=O)NCCCN(CC)Cc3ccccc3)ccc21 | -1.3 |
| O=c1[nH][nH]c(-c2ccccc2)c1C=Nc1ccccc1 | -1.4 |
| CCOc1cc2nc(-c3ccc(OC)c(OC)c3)nc(N3CCOCC3)c2cc1OC | -1.9 |
| Cc1cccc(NC(=S)N/N=C/c2cccn2Cc2ccc(F)cc2)c1 | -2.7 |
| Cc1ccc(CCc2nnc(SCC(=O)Nc3cc(Cl)ccc3Cl)n2-c2ccccc2)o1 | -5.4 |

The results go on:
SMILES	TbREL1 primary
CCC(CC)C(=O)Nc1cc(C(=O)OC)cc(C(=O)OC)c1	-1.7
O=C(Nc1c2c(nc3ccccc13)CCCC2)c1cccc([N+](=O)[O-])c1	2.6
CCn1c(C(=O)N2CCC(Cc3ccccc3)CC2)cc2sccc21	-0.3
COc1ccccc1C(=O)N(CN1CCCC1=O)c1cccc(Cl)c1	0.3
N[C@H](C(=O)Nc1ccc(Cl)cc1C(=O)c1ccc[nH]1)c1ccccc1	7.8
CC(NC(=O)CSc1nc(C2CC2)n(-c2ccccc2)n1)c1ccco1 (configuration not stated)	-3.3
CC(=O)c1ccc(NC(=O)COC(=O)Cc2ccsc2)cc1	5.4
Cc1cc(C)nc(NS(=O)(=O)c2ccc(NC(=S)NC(=O)c3cccnc3)cc2)n1	-3.5
O=C(COC(=O)c1ccccc1)Nc1ccc2[nH]c(=O)[nH]c2c1	-1.0
C=CCn1c(SCc2ccc(C(=O)NCCO)cc2)nc2ccccc2c1=O	-3.8
CCOC(=O)C1(CC)NC(c2ccc(OC)cc2OC)C2C(=O)N(C)C(=O)C21 (configuration not stated)	-2.3
CCC1Oc2ccc(C)cc2N(CC(=O)NCCCN2CCCC2)C1=O (configuration not stated)	1.2
O=C(NC(=S)Nc1cccnc1)c1cccc(Br)c1	2.2
COc1ccc2oc(C)c(C(N)=O)c2c1	6.5
COC(=O)C1=C(C)N(C)C(=NCc2ccc(C(F)(F)F)cc2)NC1c1ccccc1C(F)(F)F (configuration not stated)	10.0
Cc1cc(O)cc(=O)n1-c1cccc(F)c1	2.8
Cc1c(C(=O)C(=O)N2CCCc3ccccc32)c2ccccc2n1C	-2.8
O=C(OCc1cn(Cc2ccc(C(F)(F)F)cc2)nn1)N1CCCC1	6.1
C[C@H]1CC[C@@]2(O[C@@H](CCO)C[C@H](O)[C@H]2O)O1	6.4
COc1ccc(C)cc1S(=O)(=O)Nc1cccc(-c2cn3cccnc3n2)c1	-4.3
CC(C)CNC(=O)OCc1cn(Cc2ccc(F)cc2)nn1	-1.2
Cc1ccc(-c2cn(CCN)c(-c3ccncc3)n2)cc1	5.7
CCN(CC)c1nc2c(c(=O)n(C)c(=O)n2C)n1CC(=O)c1ccccc1	-6.6
Cc1cccc(N(CC(=O)NC2CCCC2)C(=O)c2csnn2)c1C	5.2
CCOCCCNC(=O)C(NC(=O)c1ccc2c(c1)OCO2)c1ccc(OC)cc1 (configuration not stated)	2.3
(continued)
SMILES	TbREL1 primary
O=C(OCCCc1cc2ccccc2c(=O)o1)c1ccc(F)cc1	0.7
COC(=O)c1[nH]c2ccccc2c1NC(=O)Oc1ccccc1	-10.5
CCOc1ccccc1NC(=O)C1CCC(CNc2c(N3CCCCC3)c(=O)c2=O)CC1 (configuration not stated)	9.4
COc1ccc(C(=O)OCc2cc(=O)oc3cc(C)ccc23)cc1S(=O)(=O)N1CCOCC1	3.6
N#CC1C(=O)NC(=O)C(C#N)C12CCCC(C(F)(F)F)C2 (configuration not stated)	1.4
C=CCNC(=S)N1CCN(CCN=CC2=C(O)CC(c3cccs3)CC2=O)CC1 (configuration not stated)	-1.7
O=C(N/C(=C/c1ccc(Cl)cc1)c1nc2ccccc2[nH]1)c1ccco1	0.2
O=C(Nc1nc2ncccn2c1-c1ccccc1)C1CC1	4.5
COc1ccc(NC(=O)CSc2nnc3ccc(-c4cccnc4)nn23)cc1	5.4
COc1cccc(Nc2nc(-c3sc(NC(=O)c4ccco4)nc3C)cs2)c1	-0.5
CCc1ccc(Nc2nc(N)nc(CSc3nnnn3-c3ccccc3)n2)cc1	-1.8
COc1ccc(-n2c(SCc3ccccn3)nc3c(c2=O)SCC3)cc1OC	-7.8
COCCN(C(=O)c1csnn1)C(C(=O)NC1CCCCC1)c1ccc(Cl)cc1 (configuration not stated)	-2.9
CC(=O)c1ccc(N2CCN(C(=O)C3CCN(C(=O)Nc4ccccc4)CC3)CC2)cc1	0.6
CCOC(=O)C1CCCN(C(=O)c2ccc(CNc3c(N4CCC(C)CC4)c(=O)c3=O)cc2)C1 (configuration not stated)	-2.2
COC(=O)c1sc(NC(=O)COc2ccccc2OC)nc1C	-1.8
CC(C)Cc1ccc(/C=C/C(=O)NC2CC2)cc1	0.5
C/C=C/c1ccc(OC)c(OC(C)=O)c1	-3.5
O=S(=O)(NC(=S)c1ccccc1)c1ccc(Cl)cc1	-1.7
CC(=O)N1c2ccccc2NC2=C(C(=O)CCC2)C1c1cccnc1 (configuration not stated)	9.0
CCN(CCCNC(=O)CCNC(=O)Cn1cnc2ccccc2c1=O)c1cccc(C)c1	-9.1
CCc1ccccc1NC(=O)Cn1c(=O)n(-c2ccc(CC(=O)NCC3CCCO3)cc2)c(=O)c2ccccc21 (configuration not stated)	-3.4
COc1cc(C(=O)/C=C/c2cccnc2)c([N+](=O)[O-])cc1OC	2.0
COC(=O)c1ccc(NC(=O)C2CCN(C(=O)Nc3ccccc3)CC2)cc1	-2.4
CC(=O)Nc1ccc(/C(C)=N/NS(=O)(=O)c2ccc(C)cc2)cc1	-3.1
Going on with the list:
SMILES	TbREL1 primary
CC(C)c1nc(N2CCOCC2)c(C#N)c2c1COC(C)(C)C2	-3.5
COc1ccc(NC(=O)c2cc(-c3ccc(F)cc3OC(C)C)n[nH]2)cn1	4.4
CC(C)CCOC(=O)C(C)Sc1n[nH]c(=O)[nH]c1=O (configuration not stated)	1.1
Cc1ccc(CN2C3=NCCCN3c3ccccc32)cc1	1.2
COc1ccc(Nc2ccncc2[N+](=O)[O-])cc1	-1.1
COC(=O)c1nn(-c2ccccc2)c(-c2ccccc2)c1C(=O)c1ccccc1	-1.0
COC(=O)C1CC2=C(CCC2=O)N(c2ccccc2)C1=O (configuration not stated)	2.8
Cc1ccccc1NC(=O)c1nnn(-c2ccc3c(c2)OCCO3)c1N	-1.4
O=C(NCCN1C(=O)S/C(=C\c2cccnc2)C1=O)c1ccc(S(=O)(=O)N2CCCC2)cc1	-0.7
CCn1c(NC(=O)c2ccc(F)cc2)c2ccccc2nc1=O	5.2
O=[N+]([O-])c1ccc2nc(CCCc3nc4ccc([N+](=O)[O-])cc4[nH]3)[nH]c2c1	1.1
Cc1ccc(C(O)P(=O)(OCCC(C)C)c2ccc(N(C)C)cc2)cc1 (configuration not stated)	5.0
NNC(=O)c1cc(-c2ccc(N)cc2)nc2ccc(Br)cc12	-4.5
CC(=O)c1ccc(NS(=O)(=O)c2cc3c(cc2C)N(C)CCO3)cc1	-8.9
Cc1cccc(N2CN(Cc3ccco3)CNC2=S)c1	-1.2
CCc1ccc(C2CC(c3ccccc3)Nc3nc(N)nn32)cc1 (configuration not stated)	-2.9
CCCCNC(=O)c1cc2cc(CC)ccc2[nH]1	0.0
COc1ccc(NC(=O)c2cccc(N3C(=O)C4C5C=CC(C6CC56)C4C3=O)c2)cc1 (configuration not stated)	0.6
O=c1[nH]c2ccccc2n1CCCSCCCn1c(=O)[nH]c2ccccc21	5.5
O=C(c1cccc(OC2CCN(Cc3cc(F)cc(F)c3)CC2)c1)N1CCCC1	-2.0
COCCn1nnnc1C1(N(Cc2cc3cc(C)ccc3[nH]c2=O)CC2CCCO2)CCN(C)CC1 (configuration not stated)	1.2
Cc1cc(C)n(CCO)c(=O)n1	3.2
O=C(Cn1[nH]c(=O)c2ccccc2c1=O)NNC(=O)c1ccccc1	1.9
COc1ccc2ccccc2c1C=Nn1c(-c2n[nH]c3c2CCC3)n[nH]c1=S	-4.5
CCc1ccc(NC(=O)CNCc2ccc(OC)c(OC)c2)cc1	3.5
CCOC(=O)CC1C(C(=O)OCC)ON2OC(C(=O)OC)C(C(=O)OCC)C12 (configuration not stated)	0.7
CCOC(=O)C(Cc1c[nH]c2ccccc12)NC(=O)CNC(C)=O (configuration not stated)	-1.1
O=C(c1ccc(Br)cc1)N1CCCC1	-1.3
Cc1c(/C=N/NC(=O)c2sc3ccccc3c2Cl)cnn1C	-0.6

Individual results from the entries so far.
`NNC(=O)c1cc(-c2ccc(N)cc2)nc2ccc(Br)cc12` in TbREL1 primary = -4.5
`CCc1ccc(NC(=O)CNCc2ccc(OC)c(OC)c2)cc1` in TbREL1 primary = 3.5
`CCOC(=O)CC1C(C(=O)OCC)ON2OC(C(=O)OC)C(C(=O)OCC)C12` (configuration not stated) in TbREL1 primary = 0.7
`CCn1c(NC(=O)c2ccc(F)cc2)c2ccccc2nc1=O` in TbREL1 primary = 5.2
`O=C(Cn1[nH]c(=O)c2ccccc2c1=O)NNC(=O)c1ccccc1` in TbREL1 primary = 1.9
`Cc1ccc(C(O)P(=O)(OCCC(C)C)c2ccc(N(C)C)cc2)cc1` (configuration not stated) in TbREL1 primary = 5.0
